# Giardia kill: Giardia lamblia killing | Giardia lamblia trophozoite viability | activity change, % at 7.66 µM, hits read low | 340,000 compounds, 0.15% hits; in the data active = activity change below about -80%; inconclusive = between about -30% and that limit;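 note: parasites exposed to compound for two days anaerobically before the ATP read; % is set by controls: 0 for no effect and ±100 for the full control effect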
#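 ATP-content bioluminescence gauges trophozoite survival. Cells (100/well) receive compound and incubate anaerobically for 48 hrs at 37 deg C; detection reagent follows for 15-30 min at room temperature.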
# Integrin act MD: activates integrin-mediated alleviation for muscular dystrophy; alpha7betagal myoblasts, beta-gal FDG fluorescence, 48 h; Potency, µM (top dose mostly 38.3 µM), inactives show at the top dose activation, most hits filed as activators; 350,000 compounds, 0.064% hits; AID 624291;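 note: potency is the fitted concentration of half-maximal effect; 100% = response of the positive control SU9516; nearly all actives have a fitted effect of over 60% in size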
#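 Alpha7betagal+/- myoblasts (passage 13) were plated 16-24 hr, then exposed to compounds (1:260 dilution of DMSO stock) for 48 hours at 37C. After MPER lysis, β-galactosidase reporter activity was read as FDG fluorescence (ex 480/em 540) after 30 minutes.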
# TSG101-PTAP inh: blocks PTAP/TSG101 interaction to inhibit HIV-1 budding; Fluorescence polarization, FITC-PTAP peptide / Tsg101 binding; Potency, µM (doses to about 115 µM), for inactives: at the top dose activity change, negative = inhibition, hits mostly inhibitors; 340,000 tested, under 10 active; AID 493005; active = well fitted inhibition curve with a large enough effect in the main read-out, with a control signal flat, not every such curve was filed as active; inconclusive = small, poorly fitted or top-dose-only effect, or effect the other way, or a change in a side signal; inactive = no such curve, though single readings can be large or run the other way; note: potency is the fitted concentration of half-maximal effect; % of control where 0% means no effect
#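 FP read-out: FITC-PTAP peptide, 50 nM final, binding Tsg101 binding domain, 10 uM final; 20 min, r.t.; 10 mM HEPES pH 7.5, 0.15 M NaCl, 0.01% Tween 20, 3 mM EDTA, 0.1 mM TCEP.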
# GALK inh: inhibitors of human galactokinase; Potency, µM (top dose mostly 57.5 µM), for inactives: at the top dose activity change, negative = inhibition, hits mostly inhibitors; Purified GALK, Kinase-Glo residual ATP luminescence; 270,000 compounds, 0.007% hits; AID 1868; P51570; note: potency is the fitted concentration of half-maximal effect; % is set by controls: 0 for no effect and ±100 for the full control effect
# Target sequence (P51570 whole entry, looked up): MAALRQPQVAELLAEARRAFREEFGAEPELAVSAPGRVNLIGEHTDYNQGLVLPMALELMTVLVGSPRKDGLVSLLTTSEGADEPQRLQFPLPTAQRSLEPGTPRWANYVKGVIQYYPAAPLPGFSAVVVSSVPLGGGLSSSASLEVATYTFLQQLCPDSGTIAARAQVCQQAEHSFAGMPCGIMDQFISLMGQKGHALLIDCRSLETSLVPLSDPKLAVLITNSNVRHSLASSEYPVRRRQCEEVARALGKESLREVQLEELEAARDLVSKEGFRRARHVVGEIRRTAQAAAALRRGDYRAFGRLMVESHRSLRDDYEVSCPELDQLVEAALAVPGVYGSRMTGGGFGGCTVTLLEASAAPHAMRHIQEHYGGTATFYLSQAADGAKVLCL
#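 ATP-depletion format; final 35 uM ATP, 100 uM D-galactose, 5 nM enzyme; pH 8.0 HEPES/Mg2+ buffer; 60 min RT; luminescence read 10 min after detection reagent.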
# ASM inhibitor: inhibitors of human secretory acid sphingomyelinase | P17405 | placental ASM, HMU-PC fluorogenic substrate, 60 min | Potency, µM (titrated, usually from 57.5 µM), for inactives: at the top dose activity change, negative = inhibition, actives largely listed as inhibitors | 340,000 compounds, 0.006% hits; note: potency is the fitted concentration of half-maximal effect
#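 Steps: dispense placental human ASM, pin compound, wait 10 min at room temperature, add HMU-PC0 substrate at 9 uM final, incubate 60 min at 37 °C, add stop solution raising pH to 10, read fluorescence.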
# Tb PFK inh: inhibitors of T. brucei phosphofructokinase. O15648. T. brucei PFK, ADP-Glo luminescence. Potency, µM (titrated, usually from 57.5 µM), inactives show at the highest dose activity, negative = inhibition, most hits filed as inhibitors. 330,000 compounds, 0.17% hits;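 note: potency is the fitted concentration of half-maximal effect; 0% = uninhibited 1x PFK enzyme wells and -100% = no-enzyme wells; nearly all actives have a fitted effect of over 60% in size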
#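 PFK 1.25 nM, F6P 0.5 mM, ATP 0.1 mM, 0.1 M TEA pH 8.0, 5 mM MgCl2, 0.01% Tween20, 0.1% BSA; 45 min RT. ADP-Glo readout. qHTS titration up to 57 uM; curves fitted, compounds curve-classed.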
# PKM2 activator: increases activity of human pyruvate kinase M2 | Potency, µM (doses to about 57.5 µM), inactives show at the top dose activation, actives largely listed as activators | AID 1631 | 260,000 compounds, 0.34% hits | purified PKM2, Kinase-Glo ATP luminescence, activation; response scale: 0% is enzyme alone, no compound; note: potency is the fitted concentration of half-maximal effect; % is set by controls: 0 for no effect and ±100 for the full control effect; nearly all actives have a fitted effect of over 55% in size
# Target sequence (P14618 whole entry, looked up): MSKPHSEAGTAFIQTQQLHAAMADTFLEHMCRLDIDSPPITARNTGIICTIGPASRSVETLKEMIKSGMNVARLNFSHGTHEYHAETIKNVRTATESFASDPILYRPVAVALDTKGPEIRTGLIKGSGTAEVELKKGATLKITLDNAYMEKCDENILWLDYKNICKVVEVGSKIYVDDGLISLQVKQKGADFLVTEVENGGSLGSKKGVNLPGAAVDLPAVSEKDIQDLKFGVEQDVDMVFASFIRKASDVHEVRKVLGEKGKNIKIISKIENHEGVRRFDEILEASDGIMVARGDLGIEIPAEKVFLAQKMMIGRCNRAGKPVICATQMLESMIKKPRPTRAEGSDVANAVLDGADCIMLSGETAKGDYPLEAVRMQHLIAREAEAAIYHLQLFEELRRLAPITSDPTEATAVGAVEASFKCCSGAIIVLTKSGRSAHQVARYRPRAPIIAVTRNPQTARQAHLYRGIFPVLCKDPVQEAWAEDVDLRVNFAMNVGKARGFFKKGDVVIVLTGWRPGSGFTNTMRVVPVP
#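 ATP formation by purified human PK-M2, quantified via coupled luciferase luminescence after 1 h at room temperature with 0.1 mM ADP and 0.5 mM PEP final.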
# FBPA coupling cs: inhibits coupling enzyme system, counter-screen for aldolase hits; activity change, negative = inhibition, % at 58.2 µM, hits read low; 290,000 compounds, 0.67% hits; AID 2472; coupling enzyme system counterscreen, AmpLite Red fluorescence; in the data active = activity change below about -30%; note: % is set by controls: 0 for no effect and ±100 for the full control effect
#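 Compounds tested against the coupling enzymes alone at 57.5 uM final; readout was AmpLite Red fluorescence (525/598 nm) after 20 min at RT.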
# BCR signal inh: inhibitors of chronic active B-cell receptor signaling; 340,000 compounds, 0.05% hits; Potency, µM (highest dose often 46.1 µM), without a hit: at the top dose ratio change, negative = lower green/red ratio, hits mostly inhibitors; ABC-DLBCL IkBa-CBG/CBR reporter, luminescence ratio, 4 h; active = well fitted inhibition curve with a large enough effect in the signal ratio, with a control signal flat, not every such curve was filed as active; inconclusive = small, poorly fitted or top-dose-only effect, or effect the other way, or a change in a side signal; the % refers to the signal ratio;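 note: potency is the fitted concentration of half-maximal effect; plate controls were basal doxycycline-induced cells for no effect and cells given 10 µM MG132 for full effect; MG132 reads +100%, hits lower the ratio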
#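 Compounds up to 46 uM were incubated four hours with TMD8 cells whose green CBG68 luciferase is fused to IkappaBalpha; red CBR luminescence normalised the signal, and concentration-effect curves were fitted to fusion, red and ratio data.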
# Menin MLL FP TR: displaces Texas Red mutant MLL peptide from human menin. Potency, µM (series often up to 61.6 µM), without a hit: at the highest dose FP activity change, negative = inhibition, most hits filed as inhibitors. Menin + Texas Red MLL mutant peptide, fluorescence polarization. 270,000 compounds, 0.23% hits. O00255; active = well fitted inhibition curve with a large enough effect in the polarisation, with a control signal flat, not every such curve was filed as active; inconclusive = small, poorly fitted or top-dose-only effect, or effect the other way, or a change in a side signal; inactive = no such curve, though single readings can be large or run the other way; the % refers to the polarisation; note: potency is the fitted concentration of half-maximal effect; % of control where 0% means no effect; many of its hits are not listed in these tables
# B2AR arrestin: agonists driving beta-arrestin recruitment to human beta2-adrenergic receptor. P07550. beta-arrestin recruitment to beta2AR, cell-based reporter. Potency, µM (highest dose often 46.1 µM), inactives show at the top dose activation, actives largely listed as activators. 330,000 compounds, 0.02% hits. AID 492947;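 note: potency is the fitted concentration of half-maximal effect; 0% = DMSO controls and full agonism = EC100 isoproterenol or metaproterenol; nearly all actives have a fitted effect of over 65% in size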
# * marks the source's active call; other numbers are inactive results; ? = inconclusive; nt = no result given; [ ] = remark or other dose. Unless noted, calls come from the whole dose curve; as a rule, active = well fitted curve in the direction sought with a large enough effect; inconclusive = small, poorly fitted or top-dose-only effect, or another doubt; inactive = no such curve, though single readings can be large; an effect the other way counts as inactive or inconclusive.
SMILES,Giardia kill,Integrin act MD,TSG101-PTAP inh,GALK inh,ASM inhibitor,Tb PFK inh,PKM2 activator,FBPA coupling cs,BCR signal inh,Menin MLL FP TR,B2AR arrestin
CN(C)c1ccc(NC(=O)CN2CCN(c3ccc(F)cc3)CC2)cc1,-4,20%,-9%,-4%,3%,3%,-2%[11.5 µM],1,0%,-7%,-0.6%
CCOC(=O)C1=C(C)NC(=O)NC1c1ccc(OCC(N)=O)cc1 (centres undefined),-6,-2%,-6%,-5%,4%,1%,2%,-1,1%,-18%,-0.2%
Cc1ccc(O)c(C(=O)c2cnc3c(c2)c(=O)n(C)c(=O)n3C)c1,-14,-4%,-3%,8%,0%,0%,1%,-5,1%,14%,0.4%
CC(C)CC(=O)Nc1cccc(-c2nc3ncccc3o2)c1,-9,29%,-2%,nt,-2%,2%,nt,3,1%,?,-0.6%
O=C(NCCCO)/C(=C\c1ccco1)NC(=O)c1ccc(Br)o1,-12,-16%,-4%,nt,2%,-1%,9%,-11,1%,8%,-3.5%
CS(=O)(=O)N(CC(=O)NCC1CCCO1)c1ccc(F)c(Cl)c1 (centres undefined),-12,15%,0%,4%,2%,3%,1%,4,0%,8%,-0.5%
Cc1cc(Nc2cccc(Cl)c2)nc(-c2ccccc2O)n1,-1,12%,0%,-3%,?,-1%,nt,-4,?,?,-0.3%
O=C(CSc1nnc(-c2cccs2)n1-c1ccccc1)N1CCCC1,10,20%,-6%,0%,-3%,2%,-2%,0,15%,-27%,0.0%
CCOC(=O)C1CCCN(C(=O)CSCc2ccccc2)C1 (centres undefined),2,-2%,-7%,-1%,1%,-2%,-2%,2,1%,-10%,0.0%
C=CCNC(=O)N1CCc2[nH]c3ccc(F)cc3c2C1,1,15%,-10%,nt,2%,?,nt,0,?,19%,0.1%
CC(C)C(=O)Nc1ccc(N2CCN(C(=O)c3cccs3)CC2)cc1,-5,-2%,-1%,-2%,-2%,-1%,-1%,-2,?,2%,0.1%
COc1ccc(C2CC(C(F)(F)F)n3nc(C(=O)NCc4cn(C)nc4C)c(Cl)c3N2)cc1 (centres undefined),-8,-42%,-5%,1%,-5%,27%,1%,5,5%,?,0.1%
C=CCn1c(SC(C)C(=O)c2c(N)n(C)c(=O)n(C)c2=O)nnc1-c1ccoc1C (centres undefined),-12,-15%,-4%,nt,1%,-6%,nt,nt,-2%,nt,-0.5%
O=C(CCN1C(=O)/C(=C/c2ccco2)SC1=S)Nc1ccc(O)cc1C(=O)O,-11,18%,?,nt,2%,?,nt,0,12%,?,-0.6%
Cc1ccc(C23CC4CC(CC(C(=O)NC(C)C(N)=O)(C4)C2)C3)cc1 (centres undefined),9,11%,-2%,8%,2%,0%,nt,3,-5%,1%,0.0%
O=C(NCCCn1ccnc1)C1CCN(S(=O)(=O)c2cc([N+](=O)[O-])ccc2Cl)CC1,7,12%,0%,nt,-2%,7%,nt,nt,?,nt,-0.3%
CN(CCOC(=O)c1ccc2c(c1)OCO2)C(C)(C)C,-7,10%,-13%,0%,-4%,0%,-6%,6,-8%,7%,-0.2%
Cc1cc(Cl)cc(C)c1OCC(=O)N1CCN(c2ncccn2)CC1,1,?,-5%,nt,-4%,-3%,nt,nt,?,nt,0.0%
CCOC(=O)c1ccc(CNCc2ccccc2)cc1,-4,16%,-3%,-2%,5%,4%,1%,2,7%,6%,-0.5%
Cc1ccc(C(=O)Nc2nc3ccccc3c(=O)s2)cc1,19,-46%[inhibitor],-5%,1%,-3%,-8%,-5%,2,?,?,-0.4%
COc1cc(N=C2C(=O)N3c4c(cccc42)C(C)=CC3(C)C)cc(OC)c1,1,-28%,-5%,0%,1%,0%,1%,-9,8%,-7%,12%
COc1cc(OC)cc(-c2nnc(SCc3c(F)cccc3Cl)o2)c1,3,-33%,-6%,-2%,-12%,0%,-1%,0,-3%,-2%,-0.3%
O=C(O)c1ccc(S(=O)(=O)c2ccc([N+](=O)[O-])cc2[N+](=O)[O-])cc1,0,-45%,-9%,0%,0%,-16%,nt,-12,?,?,0.5%
N#Cc1ccccc1COc1ccc(/C=C/C(=O)O)cc1,-2,26%,-4%,-2%,2%,0%,-6%,15,-1%,9%,-0.2%
COc1cccc(N2CC(NS(=O)(=O)c3ccc(Cl)cc3)CC2=O)c1 (centres undefined),31[activator],19%,1%,nt,-1%,4%,nt,nt,-10%,nt,0.3%
Cc1cc(C)c(NC(=O)CNC(=O)c2ccccc2SCC(=O)N2CCCC2)c(C)c1,-2,19%,-9%,nt,9%,4%,nt,nt,-2%,nt,0.0%
Cc1ccc(/C=C/C(=O)O)cc1S(=O)(=O)NCC1CCCO1 (centres undefined),-1,0%,-3%,7%,-3%,-1%,0%,7,0%,-9%,-0.7%
COc1ccc(/C(O)=C/C(=O)C(=O)NNC(=O)c2ccccc2)cc1,12,0%,2%,nt,-7%,-7%,nt,3,?,5%,0.4%
Cc1cccc(N2C(=O)/C(=C/c3cccnc3)SC2=S)c1,13,15%,-6%,10%,-9%,3%,2%,3,-2%,nt,-0.2%
CCOC(=O)c1cnc2c(C)cc(C)cc2c1Nc1ccc(S(=O)(=O)Nc2ncccn2)cc1,23,36%,-3%,-1%,11%,?,11%,1,1%,0%,-0.9%
CC(C)CN1C(=S)SC(C)(C)C1n1oc(=O)n(-c2ccccc2)c1=O (centres undefined),-3,21%,-7%,nt,-3%,5%,-16%,1,3%,27%,-0.5%
CNC(=S)NNC(=O)c1ccc(N(C)C)cc1,18,8%,-1%,5%,-5%,-2%,1%,-2,-1%,nt,-0.8%
O=[N+]([O-])c1ccc(NC2CCN(Cc3ccccc3)CC2)c([N+](=O)[O-])c1,19,15%,-1%,0%,-15%,0%,0%,2,0%,-5%,-0.2%
CC(=O)Nc1ccc(C(=O)CSc2nc3ccc(C)cc3[nH]2)cc1,-11,-2%,-2%,-2%,-3%,4%,2%,-1,?,?,-0.1%
CCOC(=O)c1cc(CC)sc1NC(=O)CSc1nc2ccccc2c(=O)n1Cc1ccco1,5,-2%,-1%,2%,-1%,-1%,10%,0,-1%,1%,-1.3%
COc1cccc(CNC(=O)CSc2nc3c(oc4ccccc43)c(=O)n2CC2CCCO2)c1 (centres undefined),-16,27%,-5%,nt,nt,-5%,nt,nt,-4%,nt,0.0%
Cc1cc(S(=O)(=O)N2CCCC2)ccc1OCC(=O)NCc1ccccc1,3,-10%,1%,-5%,1%,-7%,13%,nt,0%,nt,0.1%
COC(CNC(=O)CNC(=S)N(Cc1ccccc1)Cc1cccnc1)OC,17,11%,0%,1%,10%,1%,-5%,-3,-4%,-5%,-0.3%
O=S(=O)(c1ccc(S(=O)(=O)N2CCCC2)cc1)N1CCCCC1,-17,12%,1%,17%,-3%,-7%,-4%,-3,0%,15%,0.1%
O=C1NC(=S)S/C1=C\c1ccc(SCc2ccco2)o1,5,-26%,17%,nt,-3%,-27%,-43%,2,?,?,0.1%
Cc1ccc(SCC(=O)Nc2ccc(-c3nc4ccccc4[nH]3)cc2)cc1,-1,-20%,-4%,0%,nt,3%,-3%,10,8%,-28%,0.0%
CCOc1ccc(-n2ccnc2)nn1,24,32%,-3%,9%,0%,1%,1%,0,-3%,nt,-0.9%
CCCn1c(=O)c2sccc2n2c(CCCC(=O)NCC3CCCO3)nnc12 (centres undefined),23,-7%,-9%,-6%,5%,3%,nt,nt,6%,nt,-1.1%
CN(C(=O)CC1C(=O)NCCN1Cc1ccc2ccccc2c1)C1CCOCC1 (centres undefined),6,-14%,-1%,4%,5%,-8%,2%,nt,-9%,nt,-0.2%
O=C(Nc1ccc2c(c1)OCO2)c1noc2c1CCCC2,-9,-20%,-6%,1%,1%,-1%,-21%,-1,?,-2%,0.3%
Cc1ccc(N2C(=O)CC(SCC(=O)Nc3ccc(S(N)(=O)=O)cc3)C2=O)cc1 (centres undefined),-10,-27%,-4%,0%,-3%,-6%,-14%,0,?,?,0.3%
Cc1cccc(NC(=O)NC2CC(=O)N(c3ccc4c(c3)OCCO4)C2)n1 (centres undefined),13,6%,-3%,-1%,0%,-1%,3%,1,?,-10%,-0.5%
CCn1nc(C)c(/C=N/NC(=O)c2nc3nc(C)cc(C)n3n2)c1C,-7,-1%,-4%,3%,4%,-16%,0%,0,-1%,nt,-0.4%
Cc1cccc(-n2ncc3c2CCCC3NC(=O)CCN2CCCO2)c1C (centres undefined),-25,16%,-1%,1%,6%,0%,-4%,nt,3%,nt,0.3%

# Assay outcomes deposited in PubChem BioAssay by National Center for Advancing Translational Sciences (NCATS).

# Not all compounds are listed; the hit share may differ from the screen's.
